High-throughput results (PubChem)
Dengue-2 NS5 capping = Dengue-2 NS5 methyltransferase inhibitors, primary screen, biochemical, confirmation dose response (AID 588689); Dengue-2 NS5 methyltransferase capping enzyme assay, biochemical; higher % means a stronger effect; Genome polyprotein (Dengue virus type 2 (strain 16681-PDK53)); inhibition, % at 25 µM; hits with a dose series show IC50 in µM; hit rate 0.3% among 340,000; in the data active = a potency from the dose series
MgcRacGAP inhibition = MgcRacGAP GTPase-activating activity inhibitors, confirmation, biochemical, ADP Hunter fluorescence; MgcRacGAP-stimulated Rac1 GTP hydrolysis, ADP Hunter fluorescence; higher % means a stronger effect; GST-tagged Rac1 F28L mutant substrate; Rac GTPase-activating protein 1 (Homo sapiens); hit rate 0.6% among 340,000; inhibition, % at 30 µM, or IC50 in µM where a hit was titrated;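 active = first-screen hits whose inhibition reached a set limit at any dose in the follow-up dose series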;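 note: fluorescence reports GDP produced by GAP-driven GTP hydrolysis; strong numbers were not always called active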
GPR55 beta-arrestin = GPR55 agonists via beta-arrestin recruitment, primary screen, imaging, U2OS cells, beta-arrestin-GFP redistribution (AID 1961) | G-protein coupled receptor 55 (Homo sapiens) | U2OS GPR55 beta-arrestin-GFP redistribution imaging; higher % means a stronger effect | activation, % at 10 µM; hits with a dose series show EC50 in µM | hit rate 0.048% among 290,000;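 active = activation above 40% with more than 50 cells counted in the well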;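 note: U2OS osteosarcoma cells stably expressing GPR55 and beta-arrestin-GFP; plate controls were DMSO negative control for no effect and LPI positive control for full effect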
SV40 large T antigen = SV40 large T antigen inhibitors, biochemical (AID 1903); hit rate 0.39% among 310,000; inhibition, % at 20 µM, or IC50 in µM where a hit was titrated; SV40 large T antigen ATPase/helicase inhibition assay; higher % means a stronger effect; in the data active = a potency from the dose series; note: strong numbers were not always called active
GPR55 LPI antagonism = GPR55 antagonists blocking LPI-driven arrestin recruitment, primary screen, imaging, U2OS, beta-arrestin-GFP, LPI agonist (AID 2013) | U2OS GPR55 beta-arrestin-GFP translocation imaging, LPI antagonism; higher % means a stronger effect | inhibition, % at 10 µM; hits with a dose series show IC50 in µM | hit rate 0.13% among 290,000;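 active = spots per cell inhibited over 60%, with over 100 cells counted and total cytoplasm intensity under 500,000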;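 note: U2OS cells stably carrying GPR55 and arrestin-GFP stimulated by 5 µM LPI near EC80; imaged beta-arrestin-GFP aggregate spots per cell after agonist stimulation; plate controls were LPI-stimulated DMSO wells for no effect and DMSO wells without LPI for full effect; some results filed as inactive read as strong as hits; confirmed hits need IC50 under 10 µM and bright autofluorescent wells are also inconclusive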
Yfh1-depleted yeast = enhancers of respiration in Yfh1-depleted yeast, dose response, Friedreich's ataxia, plus single-dose screen (AID 1465). hit rate 0.074% among 220,000. S. cerevisiae Yfh1-off respiration, WST-1 reduction, 72 h; higher fold induction means a stronger effect. fold induction at 50 µM; hits with a dose series show EC50 in µM;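 active = fold induction of absorbance versus untreated yeast above a set limit, then at least 30% activation at any dose in follow-up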;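 note: activators that raise dye reduction in frataxin-depleted yeast; strong numbers were not always called active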
AID2073 = inhibitors of Mint1-CaV2.2 protein interaction, biochemical, HTRF (AID 2073) | Voltage-dependent N-type calcium channel subunit alpha-1B (Homo sapiens) | HTRF protein-protein interaction, Mint1-CaV2.2; higher % means a stronger effect | one-dose inhibition, % at 20 µM; IC50 in µM for titrated hits | hit rate 0.19% among 290,000; in the data active = inhibition mostly above about 51%, no sharp cut-off; note: some results filed as inactive read as strong as hits
NTR1 agonist = agonists of NTR1, primary screen, imaging, U2OS cells, beta-arrestin-GFP, high content (AID 493036); NTR1-U2OS beta-arrestin-GFP spot imaging, agonist mode; activation, % at 20 µM; hit rate 0.17% among 330,000;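 active = activation at or above 40% of the spot to cytoplasm intensity ratio, with at least 20 cells analyzed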;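 note: 0% = DMSO without peptide and 100% = 100 nM NTR1 peptide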
Target sequence (P30989 whole entry, looked up): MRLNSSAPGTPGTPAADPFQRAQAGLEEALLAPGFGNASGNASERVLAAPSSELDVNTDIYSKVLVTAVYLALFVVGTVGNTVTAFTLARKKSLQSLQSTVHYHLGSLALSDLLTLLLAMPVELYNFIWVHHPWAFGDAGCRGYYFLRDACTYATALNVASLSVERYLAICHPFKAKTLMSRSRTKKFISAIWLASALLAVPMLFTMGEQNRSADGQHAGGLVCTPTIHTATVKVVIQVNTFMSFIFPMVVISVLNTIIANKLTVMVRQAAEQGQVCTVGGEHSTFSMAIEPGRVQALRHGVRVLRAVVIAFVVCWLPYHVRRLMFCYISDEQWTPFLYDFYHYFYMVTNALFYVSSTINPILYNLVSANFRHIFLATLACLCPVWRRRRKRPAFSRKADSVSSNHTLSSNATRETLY
GPR35 antagonists = GPR35 antagonists blocking zaprinast-driven arrestin recruitment, primary screen, imaging, U2OS, beta-arrestin-GFP, zaprinast agonist (AID 2058); one-dose inhibition, % at 10 µM; IC50 in µM for titrated hits; G-protein coupled receptor 35 (Homo sapiens); hit rate 0.052% among 290,000; U2OS GPR35 beta-arrestin-GFP translocation imaging, zaprinast antagonism; higher % means a stronger effect;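 active = inhibition of at least 50% with at least 30 cells and total cytoplasm GFP at most 10,000,000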
NTR1 agonist cell count 20 µM = also measured in NTR1 agonist; calls as there; cell count; measured here: cell count, cytotoxicity flag
Dengue-2 NS5 capping pilot replicate = second read-out of Dengue-2 NS5 capping, no call of its own (marks repeat the call); inhibition, %; measured here: pilot screen replicate inhibition
Active calls of the source: *; i = inactive; nt = not tested or not shown.

SMILES	Dengue-2 NS5 capping	MgcRacGAP inhibition	GPR55 beta-arrestin	SV40 large T antigen	GPR55 LPI antagonism	Yfh1-depleted yeast	AID2073	NTR1 agonist	NTR1 agonist cell count 20 µM	GPR35 antagonists	others
O=C1C2C(C(=O)N1/N=C/c1ccc(N3CCCCC3)o1)C1C=CC2C12CC2 (stereo unspecified)	-9%	13%	-0.3%	28%	2%	i	7.2µM*	9.3	46	6%
N#CCCN1CCN(C2=NC(=O)C(=C3CCCCC3)S2)CC1	-5%	7%	-0.3%	4%	4%	i	4%	4.7	102	20%
Cc1cc(N2CCCC2)nc2ccccc12	-15%	6%	-0.1%	9%	-8%	i	3%	2.4	56	13%
O=C(Nn1c(Cc2ccccc2)nc2ccccc2c1=O)c1c(O)c2cccc3c2n(c1=O)CCC3	3%	6%	-0.1%	3%	4%	i	11%	1.8	53	16%
Cn1c(=O)cc(Cl)[nH]c1=O	-7%	3%	0.7%	-1%	-4%	i	-3%	-0.1	43	-2%
Oc1ccc(/C=N/N2CCCCC2)c(O)c1O	>100µM*	3%	-0.2%	-53%	8%	nt	16%	0.3	86	1%
CCCc1cc(=O)oc2cc(OCC(=O)NC3CCN(Cc4ccccc4)CC3)ccc12	-10%	10%	-0.2%	8%	11%	nt	4%	2.8	55	17%
COc1ccccc1N/C(=N/S(=O)(=O)c1ccc(Cl)cc1)c1ccccc1	-2%	10%	0.2%	6%	14%	i	-1%	-0.4	53	-10%
O=C(CCCc1nc(-c2ccc(Cl)cc2)no1)NC1CCCC1	0%	5%	0.4%	9%	-19%	nt	9%	0.5	65	5%
Cc1cccc(NC(=S)N(CCN2CCOCC2)Cc2cc3cc4c(cc3[nH]c2=O)OCO4)c1	-10%	4%	0.3%	7%	8%	i	3%	1.6	24	-7%
CCC(C)[C@@H](C(=O)N1CCNCC1)n1cc(CCCCN)nn1 (stereo partly specified)	-4%	0%	0.3%	2%	11%	i	1%	4.8	53	-8%
Cc1c(Br)c(O)c(Br)c(O)c1/C=N/n1c(-c2ccccc2)n[nH]c1=S	21%	22%	0.0%	22%	-12%	nt	-5%	1.4	81	-5%
CC(C)(C)C(=O)Nc1nnc(SCC(=O)Nc2ccc3c(c2)OCO3)s1	8%	6%	-0.2%	-2%	-11%	i	-12%	-1.0	85	12%
O=C(O)CCC(=O)N1CCN(c2nc3ccccc3s2)CC1	nt	-3%	-0.1%	-2%	10%	i	1%	-0.3	43	0%
COC(=O)CNC(=O)CCCCC(=O)NCC(=O)OC	-2%	-6%	0.7%	10%	-3%	i	1%	-0.5	46	10%
N#Cc1c(C(F)(F)F)cc(-c2cccc(Cl)c2)[nH]c1=O	6%	1%	-0.3%	8%	-4%	i	15%	-0.6	73	-17%
CN1CCN(C(=O)/C(=C\c2cccs2)NC(=O)c2ccccc2)CC1	-3%	4%	nt	5%	-1%	nt	2%	-1.4	46	-10%
O=C(NCCS(=O)(=O)c1ccc(Br)cc1)c1ccc(F)cc1	-3%	-4%	0.3%	11%	-7%	nt	8%	-0.9	97	-9%
COC(=O)c1cc2n(n1)CCN(Cc1ccc(OC)cc1)C2=O	-3%	8%	-0.1%	8%	nt	i	11%	1.0	53	-12%
Cc1cc(O)c(-c2cc(C(=O)Nc3cccnc3)[nH]n2)cc1C	3%	9%	-0.1%	4%	9%	i	38%	1.2	54	16%
CCC(C)NC(=O)CSc1ncnc2sccc12 (stereo unspecified)	-7%	14%	0.0%	17%	13%	i	5%	-1.5	42	2%
O=C(Nc1ccccc1C(F)(F)F)NC1CCCCC1	2%	0%	-0.2%	11%	6%	i	-4%	1.9	76	9%
O=S1(=O)C[C@@H](O)[C@@H](Nc2ccc(Cl)cc2)C1	-1%	6%	-0.1%	11%	6%	i	-10%	2.8	84	1%	Dengue-2 NS5 capping pilot replicate=2.4
O=C(Cc1c(F)cccc1Cl)NCC(=O)OCc1ccccc1	3%	7%	nt	11%	nt	nt	nt	-0.4	63	nt
COc1cc(NC(=O)c2ccc(NC3=NC4CS(=O)(=O)CC4S3)cc2)cc(OC)c1 (stereo unspecified)	-1%	4%	0.4%	4%	4%	nt	-6%	1.0	68	4%
Cc1ccc(N2CC(C(=O)NCCS(=O)(=O)N3CCN(c4ccccc4)CC3)CC2=O)cc1 (stereo unspecified)	-2%	11%	0.2%	9%	7%	nt	26%	1.9	62	-4%
CCc1sc(C(=O)N2CCCN(C)CC2)cc1Br	5%	9%	-0.1%	4%	3%	nt	-8%	0.5	39	-5%
CC(C)(C)C(=O)Nc1cccc(-c2nnc(-c3cccc(NC(=O)C(C)(C)C)c3)o2)c1	-6%	8%	0.7%	1%	2%	i	-4%	11	32	17%
CCn1c(=N)c(S(=O)(=O)c2ccc(Cl)cc2)cc2c(=O)n3ccccc3nc21	nt	nt	0.2%	7%	3%	i	18%	2.4	58	10%
O=C1c2ccccc2-c2nc3ccccc3nc21	-7%	13%	0.1%	14%	-2%	i	-2%	4.6	53	-7%
O=C(O)C(Cc1ccccc1)N1C(=O)c2cccc3cccc(c23)C1=O (stereo unspecified)	-2%	5%	0.5%	nt	-5%	i	14%	1.6	46	-7%
COc1ccc2sc(C)[n+](C)c2c1	-2%	15%	-0.5%	11%	-1%	i	19%	0.2	49	7%
COCC(=O)N1CCC(Oc2ccc(C(=O)N3CCN(C)C[C@@H]3C(C)C)cc2)CC1	-5%	4%	-0.2%	nt	8%	nt	0%	-0.7	57	-13%
CC(C)N(Cc1ccc(F)cc1)C(=O)c1cc2ccccc2oc1=O	-6%	3%	0.2%	4%	-2%	nt	-1%	2.8	81	6%
Cc1ccc(OCC(=O)Nc2ccc(N3CCOCC3)cc2)c([N+](=O)[O-])n1	1%	4%	-1.1%	2%	-15%	i	-4%	2.8	53	3%
COC(=O)C1=C(Nc2ccccc2NC(=O)CCCC(=O)O)CSC1	nt	nt	0.0%	12%	-5%	i	4%	0.4	38	4%
COc1cccc(N2CCN(C3CC(=O)N(c4ccc(C)c(Cl)c4)C3=O)CC2)c1 (stereo unspecified)	-9%	8%	-0.1%	5%	-4%	i	0%	0.7	60	-18%
CCOc1cc2c(C)cc(=O)oc2cc1Cl	-4%	1%	-0.1%	19%	24%	i	19%	-0.4	54	4%
CC1CN(C)C(C)C/C1=N\Oc1ccc([N+](=O)[O-])cc1 (stereo unspecified)	-8%	5%	-0.2%	-4%	-3%	i	3%	0.8	55	-6%
Oc1ccc(/C=N/N2CCN(C3c4ccccc4-c4ccccc43)CC2)cc1	-2%	2%	-0.1%	13%	6%	i	-8%	38	48	7%
Cc1cccc(/C(N)=N/OC(=O)CCCN2C(=O)c3ccccc3C2=O)c1	-6%	5%	-2.0%	13%	5%	i	-9%	0.6	47	2%
COc1ccc(-n2c(Cc3cccn3C)nnc2SCC(=O)Nc2ccc(F)cc2)cc1	0%	4%	-0.1%	-1%	2%	i	1%	2.9	49	8%
COc1ccc(/C=N/NC(=O)c2cc(-c3ccccc3)nc3ccccc23)cc1O	-2%	28%	-0.1%	32%	0%	nt	18%	4.0	73	-11%
Cc1ccc(C(=O)N(CC#N)CC#N)cc1C	-5%	1%	-0.1%	5%	-8%	i	31%	-1.4	47	-6%

Filtered by structure, the entries above containing an aryl methoxy group
SMILES	Dengue-2 NS5 capping	MgcRacGAP inhibition	GPR55 beta-arrestin	SV40 large T antigen	GPR55 LPI antagonism	Yfh1-depleted yeast	AID2073	NTR1 agonist	NTR1 agonist cell count 20 µM	GPR35 antagonists	others
COc1ccccc1N/C(=N/S(=O)(=O)c1ccc(Cl)cc1)c1ccccc1	-2%	10%	0.2%	6%	14%	i	-1%	-0.4	53	-10%
COC(=O)c1cc2n(n1)CCN(Cc1ccc(OC)cc1)C2=O	-3%	8%	-0.1%	8%	nt	i	11%	1.0	53	-12%
COc1cc(NC(=O)c2ccc(NC3=NC4CS(=O)(=O)CC4S3)cc2)cc(OC)c1 (stereo unspecified)	-1%	4%	0.4%	4%	4%	nt	-6%	1.0	68	4%
COc1ccc2sc(C)[n+](C)c2c1	-2%	15%	-0.5%	11%	-1%	i	19%	0.2	49	7%
COc1cccc(N2CCN(C3CC(=O)N(c4ccc(C)c(Cl)c4)C3=O)CC2)c1 (stereo unspecified)	-9%	8%	-0.1%	5%	-4%	i	0%	0.7	60	-18%
COc1ccc(-n2c(Cc3cccn3C)nnc2SCC(=O)Nc2ccc(F)cc2)cc1	0%	4%	-0.1%	-1%	2%	i	1%	2.9	49	8%
COc1ccc(/C=N/NC(=O)c2cc(-c3ccccc3)nc3ccccc23)cc1O	-2%	28%	-0.1%	32%	0%	nt	18%	4.0	73	-11%
